High-throughput results (PubChem)
BRCA1 expr up – activators of BRCA1 expression | AID 624202 | hit rate 1.1% among 380,000 | MCF7-BRCA1-FFLuc reporter, luminescence, 48 h; response scale: scaled: vehicle 0%, 10 µM genistein 100% | Potency, µM (highest dose often 46.1 µM), inactives show at the top dose activation, most hits filed as activators; further: potency means the concentration at half of the fitted maximal effect; nearly all actives have a fitted effect of over 80% in size; some results filed as inactive show a strong effect at the top dose
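First, MCF7-BRCA1-FFLuc cells (2000/well) attach for 2 h; next, compounds are pin-added and incubated 48 h at 37 °C; finally, luciferase reagent is added and luminescence read after 15 min.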
RORgamma inh – blocks mouse ROR gamma transcriptional activity | AID 2551 | hit rate 5.4% among 310,000 | P51450 | Potency, µM (highest dose often 53.6 µM), for inactives: top-dose activity change, negative = inhibition, most hits filed as inhibitors | Drosophila S2 Gal4-RORgamma UAS-luciferase reporter, 20 h; further: potency means the concentration at half of the fitted maximal effect; on the % scale 0 is the no-effect control and ±100 the full control effect; nearly all actives have a fitted effect of over 60% in size
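Luciferase reporter read in Schneider cells carrying Gal4-RORγ (mouse) and UAS-Photinus luciferase; cells given compound 1 h before 700 uM copper sulfate induction, then incubated 20 h at ambient temperature.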
FLuc modulator – firefly luciferase modulation, counter-screen for miR-21 project; hit rate 6.9% among 360,000; Potency, µM (top dose mostly 57.5 µM), inactives show top-dose activity change, negative = inhibition, actives largely listed as inhibitors; purified FLuc, Km substrates, luminescence inhibition; P08659;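 further: potency means the concentration at half of the fitted maximal effect; plate controls were vehicle for no effect and reference inhibitor for full effect; nearly all actives have a fitted effect of over 55% in size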
Target sequence (P08659 whole entry, looked up): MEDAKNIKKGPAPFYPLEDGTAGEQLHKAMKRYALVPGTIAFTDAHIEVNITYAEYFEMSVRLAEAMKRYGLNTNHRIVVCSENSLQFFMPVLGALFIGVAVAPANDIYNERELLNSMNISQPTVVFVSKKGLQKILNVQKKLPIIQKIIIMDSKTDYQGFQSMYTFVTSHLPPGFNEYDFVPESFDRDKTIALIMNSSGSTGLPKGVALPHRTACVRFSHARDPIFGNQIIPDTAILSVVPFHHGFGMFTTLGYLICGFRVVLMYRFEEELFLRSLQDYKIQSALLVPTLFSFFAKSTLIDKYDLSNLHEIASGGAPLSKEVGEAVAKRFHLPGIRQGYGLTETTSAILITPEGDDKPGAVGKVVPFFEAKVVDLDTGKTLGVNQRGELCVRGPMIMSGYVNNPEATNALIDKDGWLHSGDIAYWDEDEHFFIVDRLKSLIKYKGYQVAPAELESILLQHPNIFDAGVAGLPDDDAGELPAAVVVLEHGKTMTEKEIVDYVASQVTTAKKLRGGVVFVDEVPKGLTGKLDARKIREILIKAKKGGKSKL
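Purified P. pyralis luciferase (10nM final) with 10uM D-luciferin and 10uM ATP (Km levels) in 50mM Tris acetate pH 7.5, 10mM Mg acetate, 0.01% Tween-20, 0.05% BSA; qHTS 6-point titration, ~60 µM downward; luminescence read.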
ELG1 genotoxic – genotoxicity induction in ELG1-luciferase HEK293T cells. HEK293T ELG1-luciferase reporter, luminescence, 16 h. Potency, µM (series often up to 46 µM), inactives show top-dose activity change, positive = activation, actives largely listed as activators. hit rate 1.3% among 330,000. AID 504466; further: potency means the concentration at half of the fitted maximal effect; % of control where 0% means no effect; nearly all actives have a fitted effect of over 60% in size
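ELG1-luciferase HEK293T cells, 2,000/well; compound pinned in; 16 hr, 37 °C, 5% CO2; ONE-Glo, 30 min RT; luminescence on CCD imager.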
VP16 counter – Gal4-VP16 reporter inhibition counter-screen | Potency, µM (titrated, usually from 53.6 µM), for inactives: top-dose activity, negative = inhibition, actives largely listed as inhibitors | AID 2546 | Drosophila S2 Gal4-VP16 UAS-luciferase, luminescence, 20 h | hit rate 3.5% among 310,000;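 further: Gal4-VP16 expression switched on by copper sulfate through the metallothionein promoter; potency means the concentration at half of the fitted maximal effect; on the % scale 0 is the no-effect control and ±100 the full control effect; nearly all actives have a fitted effect of over 50% in size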
Menin MLL FP TR – menin-MLL binding inhibition, Texas Red mutant peptide; O00255; Menin + Texas Red MLL mutant peptide, fluorescence polarization; Potency, µM (highest dose often 61.6 µM), inactives show at the top dose FP activity change, negative = inhibition, actives largely listed as inhibitors; hit rate 0.23% among 270,000; AID 1768; active means well fitted inhibition curve with a large enough effect in the polarisation, with a control signal flat, not every such curve was filed as active; inconclusive means small, poorly fitted or top-dose-only effect, or effect the other way, or a change in a side signal; inactive means no such curve, though single readings can be large or run the other way; the % refers to the polarisation; further: potency means the concentration at half of the fitted maximal effect; % of control where 0% means no effect; many of its hits are not listed in these tables
Rab9 prom act – activates the Rab9 promoter; hit rate 2.8% among 320,000; Huh7 Rab9 promoter-luciferase reporter, luminescence, 24 h; Potency, µM (titrated, usually from 9.22 µM), inactives show at the top dose activation, negative = inhibition, most hits filed as activators; further: potency means the concentration at half of the fitted maximal effect; % of control where 0% means no effect; nearly all actives have a fitted effect of over 60% in size
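Measured in stably transfected Huh7 cells bearing a Rab9 promoter–luciferase construct: 24 h compound treatment at 37 °C, followed by luminescence detection.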
Giardia killer – kills Giardia lamblia. activity change, % at 7.66 µM, hits read low. AID 540267. hit rate 0.15% among 340,000. Giardia lamblia trophozoite viability; in the data active means activity change below about -80%; inconclusive means between about -30% and that limit;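 further: parasites exposed to compound for two days anaerobically before the ATP read; on the % scale 0 is the no-effect control and ±100 the full control effect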
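Anaerobic 48 hrs incubation at 37 deg C of 100 trophozoites/well with test compounds; ATPLite 1-Step luminescence, 15-30 min RT, reports cellular ATP as viability.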
PKM2 act – activators of human pyruvate kinase M2. purified PKM2, Kinase-Glo ATP luminescence, activation; response scale: 0% is enzyme alone, no compound. hit rate 0.34% among 260,000. P14618. Potency, µM (titrated, usually from 57.5 µM), inactives show at the highest dose activation, most hits filed as activators; further: potency means the concentration at half of the fitted maximal effect; on the % scale 0 is the no-effect control and ±100 the full control effect; nearly all actives have a fitted effect of over 55% in size
Target sequence (P14618 whole entry, looked up): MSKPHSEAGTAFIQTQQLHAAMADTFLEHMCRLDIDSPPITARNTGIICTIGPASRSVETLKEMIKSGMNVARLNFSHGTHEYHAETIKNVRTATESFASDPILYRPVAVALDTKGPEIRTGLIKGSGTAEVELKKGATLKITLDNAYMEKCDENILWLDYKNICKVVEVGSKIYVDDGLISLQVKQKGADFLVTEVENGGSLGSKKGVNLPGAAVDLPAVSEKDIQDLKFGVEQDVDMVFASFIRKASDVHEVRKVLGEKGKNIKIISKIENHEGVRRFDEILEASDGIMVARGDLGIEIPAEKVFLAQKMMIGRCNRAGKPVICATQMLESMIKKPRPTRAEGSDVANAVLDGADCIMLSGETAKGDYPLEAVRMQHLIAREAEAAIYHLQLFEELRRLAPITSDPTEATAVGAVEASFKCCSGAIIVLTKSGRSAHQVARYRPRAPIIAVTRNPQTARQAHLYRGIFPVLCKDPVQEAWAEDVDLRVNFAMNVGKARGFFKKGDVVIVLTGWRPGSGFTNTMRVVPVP
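hPK-M2, >95% pure; 0.1 mM ADP / 0.5 mM PEP final; imidazole pH7.2 buffer w/ 7 mM MgCl2, 50 mM KCl; 1 h RT; Kinase-Glo lum. Intermediate enzyme activity for dual inhibitor/activator qHTS.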
p53 reactivation – re-activators of mutant p53 | H1299 p53-A138V BP100-luciferase reporter, luminescence, 24 h | Potency, µM (titrated, usually from 92.2 µM), without a hit: at the top dose activity change, positive = activation, most hits filed as activators | hit rate 0.063% among 320,000; further: potency means the concentration at half of the fitted maximal effect; % of control where 0% means no effect; nearly all actives have a fitted effect of over 45% in size
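p53-null H1299 cells stably carrying temperature-sensitive p53-A138V and a BP100-luciferase reporter were pinned with compounds (4-point, 1:5 series) and held 24 hrs at 37 deg C. Luminescence was read 10 min after detection reagent.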
NPC1 prom act – NPC1 promoter activation | Huh7 NPC1 promoter luciferase reporter, 24 h | Potency, µM (highest dose often 9.22 µM), without a hit: top-dose activation, usual class: activators | hit rate 2.4% among 320,000;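 further: potency means the concentration at half of the fitted maximal effect; % of control where 0% means no effect; nearly all actives have a fitted effect of over 60% in size; reporter is driven by a mutant NPC1 promoter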
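Compounds in DMSO were transferred onto Huh7 NPC1-luciferase reporter cells pre-incubated 2 h; after 24 h at 37 °C, Amplite reagent was dispensed and luminescence recorded 10 min later.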
An asterisk follows results filed as active; ? = inconclusive; . = not tested or not shown; [ ] = another dose, or the depositor's remark. Unless noted, the call rests on the fitted dose curve; in most records, active means well fitted curve in the direction sought with a large enough effect; inconclusive means small, poorly fitted or top-dose-only effect, or another doubt; inactive means no such curve, though single readings can be large; an effect the other way counts as inactive or inconclusive. This is a subset; the hit share may differ from the screen's.

item	mol	BRCA1 expr up	RORgamma inh	FLuc modulator	ELG1 genotoxic	VP16 counter	Menin MLL FP TR	Rab9 prom act	Giardia killer	PKM2 act	p53 reactivation	NPC1 prom act
1	O=C(Nc1ccc(Br)cc1)c1ccccc1Br	1.1µM*	.	11µM*	?	.	10%	3.2µM*	0	5%	.	1.4µM*
2	O=C(/C=C/c1ccc2ccccc2n1)N1CCN(c2ccccc2)CC1	-5%	3%	-17%	-6%	-1%	-8%	1%	1	4%	-1%	2%
3	CCN1CCN(S(=O)(=O)c2c(C)[nH]c(C)c2C(=O)N2CCCCC2)CC1	4%	-10%	0%	0%	-4%	5%	5%	1	-1%	6%	-7%
4	Nn1c(SCC(=O)NNC(=O)c2ccccc2)nnc1-c1ccccc1F	6%	.	0%	3%	.	.	1%	-5	.	0%	-5%
5	CCCCC(=O)Nc1ccc(Br)cn1	64%	?	?	19%	?	-4%	?	-16	-11%	25%	12%
6	Cc1ccc2[nH]c(=O)c(CN(CCCN(C)C)C(=O)Nc3ccc(Cl)cc3)cc2c1	-20%	-20%	4%	13%	11%	1%	?	8	3%	-1%	-7%
7	O=C(CSc1nnc2scc(-c3ccccc3)n12)Nc1ccc2c(c1)OCCO2	-4%	?	2%	0%	13%	-16%	-2%	3	-4%	-1%	1%
8	Cc1nnc2n(Cc3ccccc3)c(=O)c3c4c(sc3n12)COC(C)(C)C4	17%	?	7%	5%	-26%	12%	3%	5	8%	-2%	-12%
9	COc1cccc(CN2C(=O)c3cccc(N)c3C2=O)c1	15%	8%	-6%	5%	?	5%	-4%	3	20%	1%	-1%
10	Clc1ccccc1OCCn1cnc2ccccc21	?	8%	17µM*	?	6%	-8%	?	5	18%	17%	27%
11	CCOC(=O)CSc1nc2cc3c(cc2cc1C#N)OCO3	?	3%	3%	23µM*	-3%	-2%	-30%	3	0%	?	?
12	CCOC(=O)c1ccc(NC(=O)CSc2nnc(COc3ccccc3)n2C)cc1	8%	-2%	4%	1%	-3%	-20%	0%	10	-2%	7%	7%
13	CCOCCCNC(=S)NCCNc1nc2ccc(C)cc2cc1C#N	-37%	?	-6%	1%	7%	-24%	-3%	12	-13%	4%	-4%
14	CCCCc1cc(=O)oc2cc(OCC(=O)Nc3cccnc3)c(Cl)cc12	3%	-3%	3%	2%	1%	.	-5%	-7	.	-2%	-4%
15	COc1ccc(NC2CCCN(C(=O)CCc3scnc3C)C2)cc1 (centres undefined)	-8%	-15%	3%	2%	0%	.	4%	11	-11%	11%	-5%
16	CC(C)(CNC(=O)c1cccc(NS(=O)(=O)c2ccc(Br)cc2)c1)N1CCOCC1	-5%	20%	3%	-2%	1%	.	-3%	10	-3%	-2%	-1%
17	O=C(NCCS(=O)(=O)NCC1CCCO1)c1ccccc1 (centres undefined)	13%	.	1%	2%	.	.	-3%	-9	.	-2%	1%
18	O=[N+]([O-])c1ccc(Oc2ccc(-c3nnco3)cc2)c(Cl)c1	-2%	5%	5%	0%	-8%	-28%	-1%	-5	0%	1%	1%
19	Cc1ccc(N2C(=O)CS/C2=C(\C(Cl)=C(Cl)Cl)[N+](=O)[O-])cc1	-1%	24%	4%	?	7%	?	13%	-16	6%	?	2%
20	COc1ccc(C)c2sc(N(CCN(C)C)C(=O)c3cccc(N4C(=O)CCC4=O)c3)nc12	-23%	.	?	-16%	.	.	9%	-11	.	8%	6%
21	Cc1csc(NC(=O)C2CC(=O)N(Cc3ccco3)C2)n1 (centres undefined)	10%	5%	-3%	0%	-2%	4%	3%	22	?	1%	2%
22	CC(C)c1ccccc1NC(=O)Cn1c(/C=C/c2ccccc2)nc2ccccc21	-30%	-13%	21µM*	?	-28%	.	10%	-7	-4%	11%	-3%
23	Oc1c(C(c2ccc(Cl)cc2)N2CCCC2)cc(Cl)c2cccnc12 (centres undefined)	-101%[inhibitor]	1.4µM*	-8%	?	?	1%	-3%	7	0%	12%	0%
24	COc1ccc(/C=C2\Oc3cc(OCC(=O)N4CCC[C@H]4C(=O)O)ccc3C2=O)c(OC)c1OC	3%	-3%	?	7%	5%	?	1%	-27	1%	28%	-5%
25	Cc1cc(C(=O)CS(=O)(=O)c2ccc(F)cc2)cc(C)c1O	?	32%	?	?	2%	15%	-2%[1.84 µM]	-10	.	18%	23%

Just p53 reactivation, FLuc modulator and VP16 counter, for some of the entries so far:
item	Molecule	p53 reactivation	FLuc modulator	VP16 counter
6	Cc1ccc2[nH]c(=O)c(CN(CCCN(C)C)C(=O)Nc3ccc(Cl)cc3)cc2c1	-1%	4%	11%
7	O=C(CSc1nnc2scc(-c3ccccc3)n12)Nc1ccc2c(c1)OCCO2	-1%	2%	13%

(further entries)
item	mol	BRCA1 expr up	RORgamma inh	FLuc modulator	ELG1 genotoxic	VP16 counter	Menin MLL FP TR	Rab9 prom act	Giardia killer	PKM2 act	p53 reactivation	NPC1 prom act
26	COc1ccc(/C=N/N2CCN(Cc3ccccc3)CC2)cc1	0%	1%	-2%	0%	0%	-23%	4%	-15	1%	8%	-2%
27	O=C1CN(C(=O)c2cc3ccccc3oc2=O)C(c2ccc(F)cc2)c2cc(Br)ccc2N1 (centres undefined)	-18%	?	-1%	-2%	-13%	2%	-4%	15	-1%	1%	-5%
28	NC(=O)C1CCN(C(=O)c2cc3c(s2)CCCCC3)CC1	207%	.	?	18%	.	.	3.5µM*	-1	.	?	?
29	Cc1ccc(CNC(=O)C2CCC(=O)N2Cc2ccccc2Cl)cc1 (centres undefined)	7%	-2%	-2%	0%	3%	1%	-3%	-7	.	0%	-3%
30	CCOC(=O)c1cnn(-c2ccccc2)c1-n1cccc1C(=O)C(=O)N(CC)CC	33%	16%	-1%	-2%	-28%	-12%	3%	12	1%	-4%	1%
31	COC(=O)c1ccccc1S(=O)(=O)N1CCC(C(=O)N(C)CCOc2ccccc2)CC1	-4%	.	5%	1%	.	.	-5%	0	.	-1%	-1%
32	O=C(CCc1nnc2n(Cc3ccc(Cl)cc3)c(=O)c3ccccc3n12)N1CCN(c2ccccn2)CC1	-13%	-2%	2%	0%[9.26 µM]	-3%	14%	-4%	16	.	-6%	-5%
33	CC(=O)OC(C(=O)NC1CCCCC1)c1ccccc1F (centres undefined)	4%	21%	0%	2%	-1%	?	-12%	0	1%	-3%	-3%
34	COc1nnnc2c1sc1nc(N3CCOCC3)c3c(c12)CC(C)(C)OC3	.	?	6%	-4%	1%	-1%	7%	.	-5%	0%	-1%
35	CC(C)CN1CCN(Cc2cnc(N3CCOCC3)s2)CC1CCO (centres undefined)	-4%	-14%	-2%	2%	-5%	-2%	-1%	8	4%	5%	-2%
36	COc1cc(NC(=S)Nc2ccc3c(c2)OCCO3)cc(OC)c1OC	58%	-22%	-19%	11%	24%	.	14%	3	2%	11%	5%
37	O=C(COC(=O)Cn1[nH]c(=O)c2ccccc2c1=O)Nc1ccc2c(c1)OCO2	0%	-23%	3%	3%	-2%	2%	2%	31[activator]	-1%	3%	0%
38	Cc1nnc2ccc(-c3ccc(NS(=O)(=O)c4ccccc4F)cc3)nn12	-1%	.	1%	21µM*	.	.	-5%	24	.	-10%	-6%
39	Cc1cccc(NS(=O)(=O)c2ccc(Br)s2)n1	-17%	16%	-1%	-2%	1%	.	-7%	6	7%	-1%	1%

Profiles, quoted from the list.
`O=C(CCc1nnc2n(Cc3ccc(Cl)cc3)c(=O)c3ccccc3n12)N1CCN(c2ccccn2)CC1` is entered as BRCA1 expr up = -13%; RORgamma inh = -2%; FLuc modulator = 2%; ELG1 genotoxic = 0%[9.26 µM]; VP16 counter = -3%; Menin MLL FP TR = 14%; Rab9 prom act = -4%; Giardia killer = 16; PKM2 act = .; p53 reactivation = -6%; NPC1 prom act = -5%
`CC(=O)OC(C(=O)NC1CCCCC1)c1ccccc1F` (centres undefined) is entered as BRCA1 expr up = 4%; RORgamma inh = 21%; FLuc modulator = 0%; ELG1 genotoxic = 2%; VP16 counter = -1%; Menin MLL FP TR = ?; Rab9 prom act = -12%; Giardia killer = 0; PKM2 act = 1%; p53 reactivation = -3%; NPC1 prom act = -3%
`COc1ccc(/C=N/N2CCN(Cc3ccccc3)CC2)cc1` is entered as BRCA1 expr up = 0%; RORgamma inh = 1%; FLuc modulator = -2%; ELG1 genotoxic = 0%; VP16 counter = 0%; Menin MLL FP TR = -23%; Rab9 prom act = 4%; Giardia killer = -15; PKM2 act = 1%; p53 reactivation = 8%; NPC1 prom act = -2%
